Giardia FBPA inh: Giardia lamblia aldolase inhibition; purified Giardia FBPA; Potency, µM (highest dose often 59.6 µM), for inactives: top-dose activity, negative = inhibition, hits mostly inhibitors; hit rate 0.71% among 290,000; also: potency is read from the fitted curve at half-maximal effect; nearly all actives have a fitted effect of over 55% in size
Target sequence (A8B2U2 whole entry, looked up): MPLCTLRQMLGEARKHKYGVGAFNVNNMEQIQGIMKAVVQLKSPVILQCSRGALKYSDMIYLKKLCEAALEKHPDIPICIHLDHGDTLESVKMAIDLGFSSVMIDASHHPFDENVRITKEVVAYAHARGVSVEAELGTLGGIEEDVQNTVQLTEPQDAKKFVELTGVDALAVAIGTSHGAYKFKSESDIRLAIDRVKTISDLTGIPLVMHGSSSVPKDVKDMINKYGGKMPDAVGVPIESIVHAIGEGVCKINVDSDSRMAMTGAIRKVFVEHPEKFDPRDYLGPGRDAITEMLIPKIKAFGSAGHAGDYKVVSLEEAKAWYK
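Giardia FBPA (40 nM reagent) was preincubated 10 min at RT with compound (up to 57.5 uM final), then substrate plus GAPDH/TPI/NAD/arsenate coupling system with diaphorase/resazurin was added; resorufin fluorescence (525/598 nm) was read after 20 min.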
HCMV antiviral: blocks human cytomegalovirus replication; HFF cells, HCMV-luciferase reporter, 72 h; hits give low values; activity change, negative = inhibition, % at 57.5 µM; hit rate 4.5% among 410,000; AID 1259415; in the data active = activity change below about -60%; inconclusive = no clear call, values can overlap the other calls; inactive = above about -39%
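Two-dose cell screen: HFF monolayers treated with compounds and infected with luciferase-expressing HCMV at 1 PFU/cell, 72 h at 37C, then lysed for luciferase measurement.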
AmpC no deterg: inhibitors of E. coli AmpC beta-lactamase without detergent; AID 485341; Potency, µM (highest dose often 57.1 µM), without a hit: at the top dose activity change, negative = inhibition, actives largely listed as inhibitors; AmpC nitrocefin hydrolysis, absorbance 480 nm, 0.0001% Triton; hit rate 0.52% among 330,000;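 also: potency is read from the fitted curve at half-maximal effect; plate controls were no compound for no effect and no enzyme for full effect; nearly all actives have a fitted effect of over 20% in size; some results filed as inactive show a strong effect at the top dose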
Target sequence (P00811 whole entry, looked up): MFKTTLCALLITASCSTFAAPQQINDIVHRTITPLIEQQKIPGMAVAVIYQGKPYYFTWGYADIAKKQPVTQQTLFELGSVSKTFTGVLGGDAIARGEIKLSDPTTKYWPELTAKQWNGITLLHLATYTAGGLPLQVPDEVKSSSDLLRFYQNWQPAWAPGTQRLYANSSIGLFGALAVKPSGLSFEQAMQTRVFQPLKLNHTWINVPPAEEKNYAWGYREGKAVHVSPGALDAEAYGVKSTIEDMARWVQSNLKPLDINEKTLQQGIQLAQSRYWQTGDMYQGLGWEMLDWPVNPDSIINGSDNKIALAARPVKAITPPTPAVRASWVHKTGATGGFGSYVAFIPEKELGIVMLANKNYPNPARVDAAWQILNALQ
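AmpC (5.3 nM in the dispensed reagent) in 20 mM phosphate pH 7.0 with 0.01% (detergent screen) or 0.0001% Triton X-100 was preincubated with compounds for 15 min at room temperature. Nitrocefin was then added from an 800 uM solution, and hydrolysis was followed at 480 nm.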
Sm TGR inh: blocks Schistosoma mansoni thioredoxin glutathione reductase | Q962Y6 | purified TGR, DTNB reduction, TNB absorbance 405 nm | Potency, µM (doses to about 114 µM), without a hit: at the highest dose activity change, negative = inhibition, most hits filed as inhibitors | hit rate 3% among 360,000; also: potency is read from the fitted curve at half-maximal effect; nearly all actives have a fitted effect of over 60% in size
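Kinetic colorimetric format: TGR-catalysed, NADPH-driven DTNB reduction monitored via TNB absorbance. Enzyme dispensed at 20 nM; compound exposure 15 min at room temperature before reaction start.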
AmpC inh detg: inhibitors of E. coli AmpC beta-lactamase with detergent | AmpC hydrolysis of nitrocefin, absorbance 480 nm, 0.01% Triton | Potency, µM (top dose mostly 114 µM), without a hit: top-dose activity change, negative = inhibition, actives largely listed as inhibitors | hit rate 0.041% among 370,000 | AID 485294;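 also: potency is read from the fitted curve at half-maximal effect; 0% = no-compound wells and -100% = no-enzyme wells; nearly all actives have a fitted effect of over 25% in size; some results filed as inactive show a strong effect at the top dose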
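AmpC (5.3 nM in the dispensed reagent) in 20 mM phosphate pH 7.0 with 0.01% (detergent screen) or 0.0001% Triton X-100 was preincubated with compounds for 15 min at room temperature. Nitrocefin was then added from an 800 uM solution, and hydrolysis was followed at 480 nm.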
HCV inh: HCV inhibition; hit rate 3.4% among 340,000; Huh7.5.1 HCVcc-Cre infection, luciferase reporter, 44 h; Potency, µM (series often up to 41.8 µM), inactives show at the top dose activity change, negative = inhibition, most hits filed as inhibitors; also: potency is read from the fitted curve at half-maximal effect
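Luciferase read-out (15 sec integration) after a 15 min room-temperature substrate step quantifies HCVcc-Cre infection. Cells, 1,000 per well, had compound added 4 h post-plating, then virus at ~0.5 moi, and were cultured 44 h.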
Starred values were filed as active, the others as inactive; ? = inconclusive; nt = not tested or not shown; & = joins results of further samples; [ ] = another dose, or the depositor's remark. Unless noted, calls follow the shape of the dose curve; as a rule, active = well fitted curve in the direction sought with a large enough effect; inconclusive = small, poorly fitted or top-dose-only effect, or another doubt; inactive = no such curve, though single readings can be large; an effect the other way counts as inactive or inconclusive. Unless noted, % is scaled to controls: 0 for no effect and ±100 for the full control effect.

no.	SMILES	Giardia FBPA inh	HCMV antiviral	AmpC no deterg	Sm TGR inh	AmpC inh detg	HCV inh
1	CCCn1c(SCC(=O)NCc2ccc(C)cc2)n[nH]c1=O	6%	13	-9%	-6%	-3%	10%
2	COCc1ccc(CN2CCCC(C(=O)Nc3ccccc3-c3ccc(OC)cc3)C2)o1 (stereo unspecified)	nt	4	79%[activator]	?	1%	-20%
3	O=C(Nn1cnnc1)c1cc2cc(Br)ccc2oc1=O	3%	-6	-15%	1%	2%	18%
4	O=S(=O)(c1ccc2c(c1)OCCO2)N(Cc1ccc(F)cc1)Cc1nnc(-c2cccs2)o1	10%	-18	8%	-1%	?	-7%&1%
5	O=C(CC(c1ccccc1)c1ccccc1O)NCc1ccco1 (stereo unspecified)	7%	4	-21%	0%	-13%	-5%
6	O=S(CC1CC1(Cl)Cl)CC1CC1(Cl)Cl (stereo unspecified)	6%	?	-12%	-3%	1%	2%
7	CCOc1ccccc1CNC(=O)CN1C(=O)CSc2ccc(S(=O)(=O)N3CCOCC3)cc21	nt	-23&-22	3%	6%&10%	5%&-2%	3%
8	Cc1nc([N+](=O)[O-])c(C(=O)OCc2ccccc2Br)n1C	7%	-35	39%	-1%	4%	-10%
9	COc1ccc(CN2CCN(C(=O)Cn3nc(C(=O)O)c4ccccc4c3=O)CC2)cc1F	4%	7	63%[activator]	1%	-13%	15%
10	CC1CCCC(C)N1CCCNC(=O)Cn1ncc2c3ccccc3n(C)c2c1=O (stereo unspecified)	nt	nt	11%	?	-5%	-23%
11	N#Cc1c(-c2ccccc2)nc(-c2cccnc2)[nH]c1=O	14%	16	-7%	-12%	2%	26%
12	O=C1/C(=C/c2ccccn2)SC(=S)N1c1ccc(O)cc1	-4%	0	-43%	6%	-1%	-15%
13	O=C(Nc1ccc(Br)cc1)c1cccc(C(=O)Nc2ccc(Br)cc2)c1	nt	-1	nt	-5%	1%	nt
14	CNC(=O)CSc1nc2ccccc2c(=O)n1-c1cc(OC)ccc1OC	-3%	147	3%	5%	-2%	-2%
15	COc1ccc(C(=O)N2CCN(c3nc(C4CC4)nc4sc(C)c(C)c34)CC2)cc1	-10%	-39	32%	8%	?	?
16	O=c1[nH]sc2ccccc12	-28%	-73*	-18%	111%[activator]	-5%	?
17	Cc1csc2nc(COC(=O)CNC(=O)c3ccccc3Cl)cc(=O)n12	nt	20	nt	-1%	-5%	nt
18	O=C(Cc1ccccc1)NNC(=O)C1CCCC1	2%	-33	-25%	-5%	-6%	14%
19	O=C(CN1C(=O)C2(SCC(=O)N2c2ccccc2)c2ccccc21)NCc1ccccc1Cl (stereo unspecified)	nt	14	nt	-2%	23%	nt
20	O=C(Cc1cccs1)NCc1ccc(Cl)cc1Cl	15%	-9	-22%	77%[activator]	?	-5%
21	CCOc1ccccc1NC(=S)N1CCN(c2nc(-c3ccc(F)cc3)cs2)CC1	-5%	-7	-29%	nt	10%	?
22	O=C(C1CC1)N(Cc1nc2ccccc2c(=O)[nH]1)Cc1cccs1	-2%	-6	-6%	-13%	1%	-8%
23	O=[N+]([O-])c1ccc(Sc2cc[n+]([O-])c3ccccc23)c([N+](=O)[O-])c1	-2%	?	-15%	7.9µM*	-2%	?
24	O=C1OCc2ccc(NC(=O)c3sccc3Cl)cc21	0%	4	-15%	5%	-8%	0%

An excerpt from above in order of molar mass, largest number first.
no.	SMILES	Giardia FBPA inh	HCMV antiviral	AmpC no deterg	Sm TGR inh	AmpC inh detg	HCV inh
21	CCOc1ccccc1NC(=S)N1CCN(c2nc(-c3ccc(F)cc3)cs2)CC1	-5%	-7	-29%	nt	10%	?
20	O=C(Cc1cccs1)NCc1ccc(Cl)cc1Cl	15%	-9	-22%	77%[activator]	?	-5%
24	O=C1OCc2ccc(NC(=O)c3sccc3Cl)cc21	0%	4	-15%	5%	-8%	0%

Next entries
no.	SMILES	Giardia FBPA inh	HCMV antiviral	AmpC no deterg	Sm TGR inh	AmpC inh detg	HCV inh
25	Cc1ccc(NC(=S)N2CCCC(c3nc4ccccc4[nH]3)C2)cc1 (stereo unspecified)	0%	-26	31%	nt	0%	2.5µM*
26	COc1ccccc1NC(=O)c1cc(S(=O)(=O)N2CCN(c3ccccc3Cl)CC2)ccc1F	nt	-3	nt	13%	-1%	nt
27	Cc1ccc(CNC(=O)c2c(O)nc3ccccn3c2=O)cc1	nt	-34	nt	28%	7%	nt
28	CCc1ccc(NC(=O)C(NS(=O)(=O)c2cccs2)C(C)C)cc1 (stereo unspecified)	nt	-3	nt	4%	27%	nt
29	Fc1ccc(-n2cnnn2)c(F)c1	2%	15	-16%	-6%	?	15%
30	CN(CC(=O)Nc1ccc(Cl)cc1F)C1=NS(=O)(=O)c2ccccc21	nt	-28	-20%	nt	nt	?
31	NC(=O)C1CCCN(C(=O)c2ccc(S(=O)(=O)N3CCCCCC3)cc2)C1 (stereo unspecified)	nt	-7	-3%	-8%	-4%	10%
32	CCOC(=O)CC(NC(=O)C(Cc1ccc(N(CCCl)CCCl)cc1)NC(C)=O)C(=O)OCC (stereo unspecified)	?	-92*	212%[activator]	-4%	-5%	?
33	Cc1c(CCC(=O)N[C@@H](CC(C)C)C(=O)O)c(=O)oc2c(C)c3oc4c(c3cc12)CCCC4	-1%	nt	72%[activator]	-33%	?	-3%
34	COc1ccc(-n2ncc3c(N4CCCc5ccccc54)ncnc32)cc1	-2%	52	-9%	-22%	-2%	2%
35	CCn1c(NCc2ccccn2)nc2c1c(=O)n(C)c(=O)n2C	0%	-33	-11%	-3%	1%	21%
36	CC1CCN(C(=O)C(C)Cl)CC1 (stereo unspecified)	7%	-3	-14%	-12%	-7%	14%
37	Cc1cc(C(=O)Nc2c(C)n(C)n(-c3ccccc3)c2=O)c2ccccc2n1	-1%	4	-7%	-22%	3%	4%
38	CCN(CC)C(=O)CSc1nnc(CCCCCNC(=O)OC(C)(C)C)o1	2%	65	28%	-23%	-9%	6%
39	Cn1c(=O)cc(OCC(=O)N2CCN(Cc3ccc4c(c3)OCO4)CC2)c2ccccc21	-5%	82	88%[activator]	-8%	?	-4%
40	Cc1ccc2sc(N(CCN(C)C)C(=O)/C=C/c3cccs3)nc2c1C	nt	-39	44%	2%	-4%	4%

Complete entries as entered above.
Cc1ccc2sc(N(CCN(C)C)C(=O)/C=C/c3cccs3)nc2c1C as listed: Giardia FBPA inh: nt; HCMV antiviral: -39; AmpC no deterg: 44%; Sm TGR inh: 2%; AmpC inh detg: -4%; HCV inh: 4%
Cn1c(=O)cc(OCC(=O)N2CCN(Cc3ccc4c(c3)OCO4)CC2)c2ccccc21 as listed: Giardia FBPA inh: -5%; HCMV antiviral: 82; AmpC no deterg: 88%[activator]; Sm TGR inh: -8%; AmpC inh detg: ?; HCV inh: -4%

Later entries:
no.	SMILES	Giardia FBPA inh	HCMV antiviral	AmpC no deterg	Sm TGR inh	AmpC inh detg	HCV inh
41	CCOc1cc(/C=C2/C(=O)ON=C2C)cc(Br)c1O	-21%	38	-4%	-31%	0%	-13%
42	CN(C)CCn1c(C(=O)Nc2ccccc2)cc2ccccc21	-12%	-1	-28%	1%	-4%	-5%
43	Cc1csc(NC(=O)C2CCN(S(=O)(=O)c3cccs3)CC2)n1	-2%	?	-33%	-4%	-12%	?
44	Cc1nc2nc3c(c(=O)n2[nH]1)CCCC3	-8%	1	-1%	3%	1%	19%
45	Cc1cccc(NC(=O)CSc2nnc(CNC(=O)c3cccs3)o2)c1C	7%	20	-22%	13%	-2%	20%
46	Cc1cc(NC(=O)CN2C(=O)NC(c3ccccc3)(c3ccc(C)c(C)c3)C2=O)no1 (stereo unspecified)	nt	-12	-7%	-10%	-22%	?
47	CCC1CCCCN1CCCNC(=O)CS(=O)(=O)Cc1nc(-c2cccc(OC)c2)oc1C (stereo unspecified)	-11%	-34	141%[activator]	-17%	-10%	-21%
48	CC12CCCCC1c1ccccc1C(=NCC(=O)O)N2 (stereo unspecified)	4%	19	4%	2%	-7%	11%
49	Cc1ccc(/C=C2\SC(=S)N(CCC(=O)NNC(=O)c3cccnc3)C2=O)cc1	6%	-26	-11%	-12%	-11%	-9%
50	Cc1cc(NC(=O)CSc2ncnc3sc(C)c(C)c23)no1	4%	2	-19%	8%	-14%	-10%
51	O=C(CSc1ccsc1[N+](=O)[O-])N1CCCCC1	2%	3	-32%	32µM*	5%	-2%
52	Cn1nc(C(=O)NC2=NCCS2)ccc1=O	-10%	-11	-14%	1%	-2%	12%
53	COc1cc(C)c(C(C)C)cc1S(=O)(=O)NCCCn1ccnc1	5%	35	24%	-3%	?	-10%
54	CCCCc1nc2ccccc2c(N)c1CCC (tested in a mixture with another compound)	0%	-68*	1%	2%	4%	-55%
55	COc1cccc(C(=O)Nc2c[nH]c(=O)[nH]c2=O)c1	3%	-5	-10%	1%	1%	-5%
56	CSc1nc(Cl)c(Cc2ccc(OC(C)C)cc2)c(N(C)C)n1	6%	4	-10%	-2%	-11%	?
57	O=C(NCc1ccco1)c1cccc(S(=O)(=O)N2CCOCC2)c1	0%	-6	-11%	?	-6%	17%
58	COC(C[C@@H]1O[C@@H]1[C@@H](O)COCc1ccccc1)OC	3%	-21	-8%	12%	-8%	16%
59	Cc1cccc(OCc2nnc(SCC(=O)NC3CCCCC3)n2C)c1	-4%	?	59%	1%	?	-2%
60	CCC(=O)N1CCc2cc(Br)cc(S(=O)(=O)N3CCN(c4ccc(C(C)=O)cc4)CC3)c21	nt	19	nt	6%	9%	nt
61	Cc1csc(NC(=O)c2ccc(Cl)cc2[N+](=O)[O-])n1	-5%	3	-25%	-16%	1%	1.6µM*
62	CCOC(=O)N1[C@@H]2C=C(C)[C@@H]2[C@@H]2[C@@H](C)C(=O)N21	6%	36	-11%	-1%	?	-1%
63	COC(=O)C1=C(N)Oc2cc(C)n(Cc3cccnc3)c(=O)c2C1c1cc(OC)ccc1OC (stereo unspecified)	0%	4	-4%	8%	-14%	7%
64	CCOC(=O)c1c(NC(=O)CC)sc(C(=O)N2CCCCC2)c1C	0%	26	22%	-1%	-1%	-28%
65	Cc1ccc(NC(=O)Cn2c(=O)oc3cc(S(=O)(=O)NCc4ccccc4)ccc32)cc1	nt	?	nt	8%	14%	nt
66	CCOC(=O)N1CCC(N2CCCC(C(=O)c3ccccc3OC)C2)CC1 (stereo unspecified)	2%	20	-9%	?	9%	2%
67	[O-]c1c[n+](-c2ccc(-[n+]3cc([O-])on3)cc2)no1	?	11	-27%	nt	5%	3%
68	Cc1cccc(NC(=O)CNC(=O)Cc2ccc3c(c2)OCCO3)c1C	nt	-34	-17%	2%	-2%	-2%
69	O=C(c1ccccc1)N1CCN(CCc2ccncc2)CC1	nt	-2	nt	?	21%	nt
70	CN1C(=O)CC(N2CCN(C(c3ccccc3)c3ccccc3)CC2)C1=O (stereo unspecified)	5%	8	58%	-26%	-10%	11%

Bioassay records: PubChem, National Center for Advancing Translational Sciences (NCATS)
